Screening results as filed in PubChem.
MEKK2mut PB1 HTS – signal of MEK5 binding to mutant human MEKK2 PB1 domain; bead flow cytometry, Alexa488-MEK5 binding to MEKK2 mutant; percent response, % at 10 µM; actives 0.35% (n = 290,000); AID 1530; in the data active means percent response above about 24%, passing the limit was not always enough; further: inactives centre near 1; some results filed as inactive read as strong as hits; reference of the scale not given here
MEKK2wt PB1 HTS – raises or lowers MEK5 binding to wildtype human MEKK2 PB1 domain. Q9Y2U5. bead flow cytometry, Alexa488-MEK5 binding to MEKK2 WT; actives lie on both sides. binding response (% of control), % at 10 µM. actives 1.1% (n = 290,000). AID 1531; in the data active means binding response below about 67% or above about 130%
PHOSPHO1 inh – blocks human PHOSPHO1 phosphatase activity; actives 1.1% (n = 290,000); inhibition, % at 13.3 µM; AID 1565; recombinant PHOSPHO1, absorbance phosphatase assay; in the data active means inhibition above about 60%
Target sequence (Q8TCT1 whole entry, looked up): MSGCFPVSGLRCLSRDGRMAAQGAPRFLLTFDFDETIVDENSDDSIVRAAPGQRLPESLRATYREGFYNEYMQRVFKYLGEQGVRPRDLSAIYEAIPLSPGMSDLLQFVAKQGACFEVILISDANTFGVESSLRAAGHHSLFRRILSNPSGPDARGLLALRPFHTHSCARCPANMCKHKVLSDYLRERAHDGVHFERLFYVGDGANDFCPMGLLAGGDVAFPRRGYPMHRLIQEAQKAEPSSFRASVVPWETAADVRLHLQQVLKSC
FID counter – fluorescent intercalator displacement, NS3 helicase counter-screen; DNA fluorescent intercalator displacement, fluorescence; inhibition, % at 7.9 µM; actives 0.17% (n = 290,000); in the data active means inhibition above about 37%;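 further: 0% = vehicle and 100% = reference compound; higher means more ethidium bromide displaced from hairpin DNA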
GPR7 antagonist – antagonists of human GPR7 (neuropeptides B/W receptor 1). GPR7-expressing cells, fluorescence antagonist assay. AID 1861. inhibition, % at 4.4 µM. actives 1.1% (n = 290,000); in the data active means inhibition above about 16%, passing the limit was not always enough;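 further: cells stimulated with the agonist NPW; 0% = agonist with vehicle and 100% = vehicle without agonist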
Target sequence (P48145 whole entry, looked up): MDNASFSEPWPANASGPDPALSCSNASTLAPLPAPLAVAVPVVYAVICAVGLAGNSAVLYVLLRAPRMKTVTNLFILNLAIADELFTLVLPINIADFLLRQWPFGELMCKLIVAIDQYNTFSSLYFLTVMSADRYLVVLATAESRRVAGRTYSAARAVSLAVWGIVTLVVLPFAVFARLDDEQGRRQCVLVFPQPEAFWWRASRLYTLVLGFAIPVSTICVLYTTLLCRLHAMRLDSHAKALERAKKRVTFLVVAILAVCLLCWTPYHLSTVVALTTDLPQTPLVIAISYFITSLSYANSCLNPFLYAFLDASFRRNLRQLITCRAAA
OXTR agonist – agonists of human oxytocin receptor. P30559. AID 2435. activation, % at 3 µM. CHO-OTR cells, Fluo-8 calcium fluorescence; normalized: DMSO 0%, oxytocin 100%. actives 0.32% (n = 320,000);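 active means activation above the mean of all tested compounds plus 3 SD, cutoff set per screening run, cut at about 20% in these data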;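 further: peak over basal fluorescence ratio from a 100 s FLIPR kinetic read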
Target sequence (P30559 whole entry, looked up): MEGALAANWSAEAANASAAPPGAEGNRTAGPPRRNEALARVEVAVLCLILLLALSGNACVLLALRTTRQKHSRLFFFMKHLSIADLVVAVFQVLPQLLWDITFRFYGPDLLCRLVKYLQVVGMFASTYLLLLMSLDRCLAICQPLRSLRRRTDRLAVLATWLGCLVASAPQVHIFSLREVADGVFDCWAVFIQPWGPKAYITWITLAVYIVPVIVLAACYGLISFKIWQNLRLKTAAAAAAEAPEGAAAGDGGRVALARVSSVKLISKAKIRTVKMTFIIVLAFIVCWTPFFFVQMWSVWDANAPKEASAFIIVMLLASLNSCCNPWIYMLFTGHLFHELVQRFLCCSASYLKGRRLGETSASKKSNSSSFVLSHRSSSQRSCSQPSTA
NALP1 inh – blocks the NALP1 inflammasome reconstituted in yeast; AID 2071; inhibition, % at 10 µM; actives 0.61% (n = 280,000); S. cerevisiae NALP1/ASC/caspase-1 growth, X-gal OD620, 72 h; in the data active means inhibition mostly above about 24%, no sharp cut-off; inactive means mostly below about 32%; further: some compounds called inactive have numbers as strong as hits
MEKK3 PB1 HTS – MEKK3-MEK5 PB1 interaction, increase or decrease; bead-based flow cytometry, Alexa488-MEK5 binding to MEKK3; actives lie on both sides; 0 = blocked by unlabeled MEK5, 100 = vehicle; Q99759; AID 1529; actives 1.4% (n = 290,000); binding response (% of control), % at 10 µM;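 active means binding response more than 3 SD above or below the average of its plate-row segment, actives on both sides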;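 further: Alexa488 bead fluorescence after subtracting the streptavidin-only scavenger bead signal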
M18AAP inhibitor – PfM18AAP enzyme inhibition; actives 1.2% (n = 290,000); AID 1822; inhibition, % at 7.35 µM; recombinant PfM18AAP, H-Glu-NHMec fluorogenic cleavage;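 active means inhibition above the campaign mean inhibition over all tested compounds plus 3 SD, cut at about 28% in these data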;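 further: 0% = plate median of test compound wells and 100% = 2 mM ZnCl2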
Numbers without * were called inactive; . = no result given; & = joins results of further samples.

Preview, four compounds:
SMILES	MEKK2mut PB1 HTS	MEKK2wt PB1 HTS	PHOSPHO1 inh	FID counter	GPR7 antagonist	OXTR agonist	NALP1 inh	MEKK3 PB1 HTS	M18AAP inhibitor
O=C(CSc1cccc(C(F)(F)F)c1)NC(=O)c1ccccc1	0	104	-4	-1	-10	-0.3	22	146*	0
COc1ccc(Cl)cc1NC(=O)C(C)N1CCN(C/C=C/c2ccccc2)CC1 (stereo not given)	9	125	1	15	-5	-1.2	17	104	-6
COc1ccc(OC)c(S(=O)(=O)N2c3ccccc3CC2C)c1 (stereo not given)	-6	93	4	-14	-1	-0.9	33	88	-4
O=C(NC1CCCC1)C(c1ccc(N2CCOCC2)cc1)N(Cc1ccco1)C(=O)c1ccco1 (stereo not given)	-1	98	9	-33	-4	-0.3	-16	98	-4

The list itself, from the start:
SMILES	MEKK2mut PB1 HTS	MEKK2wt PB1 HTS	PHOSPHO1 inh	FID counter	GPR7 antagonist	OXTR agonist	NALP1 inh	MEKK3 PB1 HTS	M18AAP inhibitor
O=C(CSc1cccc(C(F)(F)F)c1)NC(=O)c1ccccc1	0	104	-4	-1	-10	-0.3	22	146*	0
COc1ccc(Cl)cc1NC(=O)C(C)N1CCN(C/C=C/c2ccccc2)CC1 (stereo not given)	9	125	1	15	-5	-1.2	17	104	-6
COc1ccc(OC)c(S(=O)(=O)N2c3ccccc3CC2C)c1 (stereo not given)	-6	93	4	-14	-1	-0.9	33	88	-4
O=C(NC1CCCC1)C(c1ccc(N2CCOCC2)cc1)N(Cc1ccco1)C(=O)c1ccco1 (stereo not given)	-1	98	9	-33	-4	-0.3	-16	98	-4
NC(=O)NC(=O)c1nccnc1C(=O)O	-15	88	43	6	-4	-0.7	18	87	0
CN(c1ccccc1)S(=O)(=O)c1cccc(NC(=O)CN2CCCc3ccccc32)c1	-1	98	-50	1	-2	-0.8	.	99	1
CC(=O)c1ccc(S(=O)(=O)N(C)CC(=O)NCC2CCCCC2)cc1	6	104	15	-22	-6	1.0	-1	105	1
COc1ccc(C(=O)C2CCCN(C(=O)/C=C/c3cnc[nH]3)C2)c(C)c1 (stereo not given)	2	99	8	-9	-1	0.7	1	98	0
O=C(CSc1nnc(Cc2cccs2)n1-c1ccc(Cl)cc1)NCc1ccc2c(c1)OCO2	-1	98	16	-30	1	-0.5	14	97	-2
CC(C)C1CCC(C(=O)N[C@H](Cc2ccccc2)C(=O)O)CC1 (stereo not given in full)	4&2	110&96	32	-38	10	0.2	-2	100&102	0
Cc1nnc(C)n1/N=C/c1cccc(Oc2ccccc2)c1	8	105	-15	4	-3	-1.1	3	107	1
CCn1nnnc1SCC(=O)c1ccc2c(c1)OCCO2	.	.	22	-7	0	-0.2	1	.	1
COc1cc(C)ccc1OCCON1C(=O)CCC1=O	2	99	22	-3	-11	-0.2	9	103	5
COc1cc(OC)c(NC(=O)CC(=O)Nc2cc(Cl)c(OC)cc2OC)cc1Cl	-1	96	3	-17	23	-1.3	29	93	-6
CCOC(=O)C1CCCN(CCC(=O)Nc2ccc(C)c(C)c2)C1 (stereo not given)	-4	103	37	3	-8	1.1	1	108	1
OC(CNc1ccccc1)Cn1ccc2ccccc21 (stereo not given)	-1	99	45	2	-3	0.6	12	104	5
CCN(CC)C(=O)C1CCCN(c2ccc([N+](=O)[O-])cc2/C=N/NC(=O)c2cccc([N+](=O)[O-])c2)C1 (stereo not given)	.	.	-22	-4	-7	-0.7	-4	.	-2
O=c1[nH]c2cc3c(cc2cc1CN(Cc1ccco1)C(=S)NCCCN1CCOCC1)OCCO3	-11	85	12	13	100*	-1.5	8	95	5
O=C(Cn1ncc2c([nH]c3ccccc32)c1=O)NCC1CCN(Cc2ccccc2F)CC1	2	111	2	4	-1	-0.8	14	101	-2
COC(=O)c1cccc(NC(=S)Nc2cccc(Cl)c2C)c1	1	103	-9	-3	-10	1.4	-1	115	4
CCOC(=O)c1c(NC(C)=O)sc(C(=O)NC2CCCC2)c1C	0	104	40	-14	-10	-0.5	2	102	-10
C=CCSc1nnc(NC(=O)c2cccc(S(=O)(=O)N3CCOCC3)c2)s1	5	101	-36	-8	-8	1.6	10	101	-2
CCO[C@@H]1OC(C(=O)N2CCOCC2)=C[C@H](c2ccc(Br)cc2)[C@H]1CCCO	1	103	18	-23	-7	1.5	17	95	-6
CCOc1ccc(NC(=O)CSc2ncn[nH]2)c([N+](=O)[O-])c1	18	100	-9	1	-5	0.3	26	99	30*
Cc1cccc(NCc2nc3ccccc3n2Cc2ccccc2)c1	1	108	-14	-6	18	-2.4	-18	105	23

Next section:
SMILES	MEKK2mut PB1 HTS	MEKK2wt PB1 HTS	PHOSPHO1 inh	FID counter	GPR7 antagonist	OXTR agonist	NALP1 inh	MEKK3 PB1 HTS	M18AAP inhibitor
CCC(=O)NC(O)C(=O)c1ccc(C)cc1 (stereo not given)	3	106	12	1	1	0.5	8	104	-12
CCN1C=CC2=C(C#N)C(N)C(C#N)(C#N)C(c3ccccc3C(F)(F)F)C2C1 (stereo not given)	5	108	-6	-11	-7	2.6	-5	105	12
CCOc1ccc(NC(=O)CC2C(=O)NCCN2C(=O)Nc2ccccc2)cc1 (stereo not given)	6	100	43	-6	-16	0.5	3	99	-11
CC(=O)c1ccc(N2CCN(S(=O)(=O)c3ccc4c(c3)CC(C)N4C(=O)C3CC3)CC2)cc1 (stereo not given)	-17	89	33	-7	-1	6.7	2	93	-7
O=C(COC(=O)c1cc(=O)c2ccccc2o1)NCC1CCCCC1	-4	101	26	1	6	0.1	-17	107	2
COc1ccc(OC)c(S(=O)(=O)N2CCC(C(=O)N3CCN(Cc4ccccc4)CC3)CC2)c1	0	100	4	-29	-2	0.8	16	101	-14
OC(CNCc1ccccc1C(F)(F)F)C(F)(F)F (stereo not given)	-18	79	37	1	4	0.7	1	81	1
NNC(=O)CNC(c1ccccc1)c1cc(Br)ccc1NC(=O)CCN1CCOCC1 (stereo not given)	6	112	1	7	0	-1.7	25	108	-3
O=S(=O)(CC(CN1CCCC1)N1CCCC1)c1ccc2ccccc2c1 (stereo not given)	6	131	6	-4	-18	1.1	52*	96	-9
O=C(CCC1CCCCC1)Nc1c2c(nn1-c1ccc(F)cc1)CS(=O)C2 (stereo not given)	5	102	14	-24	17	-0.9	7	110	-5
COc1ccc(S(=O)(=O)NNC(=O)Nc2ccc(C)cc2)c(OC)c1	5	111	22	-10	-11	-0.3	12	106	-11
Nc1ccccc1-c1nnc(SCc2ccccc2Cl)[nH]c1=O	6	104	12	-8	12	1.1	3	100	14
CC(=O)Nc1cccc(-n2nnc(SCC(N)=O)n2)c1	-7	90	32	3	-21	0.3	.	96	1
O=C(c1ccccc1)c1cccn1CC(=O)N1CCN(c2ccccc2)CC1	2	102	42	-23	1	-1.2	8	97	6
COc1cc(NC(=O)C2CC(=O)N(CCc3ccc(F)cc3)C2)cc(OC)c1OC (stereo not given)	-1	99	19	-33	-6	0.4	13	102	-6
Cc1cc(=O)[nH]c(/N=C(\N)Nc2ccc(SC(F)F)cc2)n1	-2	102	-16	-8	-1	0.2	-6	107	6
COc1ccc(-c2nc(C#N)c(N3CCc4ccccc4C3)o2)cc1OC	-3	101	20	-4	-13	-0.1	9	101	-6
COc1cc(/C=C/C(=O)O)cc(S(=O)(=O)Nc2ccc(F)cc2)c1OC	-1	102	-7	-15	-4	0.0	15	98	-1
CCCC(=O)Nc1cc(C)c2c(=O)oc3ccccc3c2n1	8	97	18	.	.	-2.0	22	98	.
COCCn1nnnc1C(c1cccs1)N1CCN(c2nc3ccccc3s2)CC1 (stereo not given)	6	106	-62	-16	-9	2.9	14	108	-1
N=C1c2ccccc2CN1NC(=O)c1cccc(S(=O)(=O)N2CCOCC2)c1	2	111	-2	-7	-1	0.6	32	95	0
CC1=NN(C(=O)c2ccc(Cn3nc(C)c([N+](=O)[O-])c3C)cc2)C(O)(C(F)(F)F)C1 (stereo not given)	1	101	-26	-6	2	2.6	-40	101	0
O=C(Nc1cccc([N+](=O)[O-])c1)Nc1ccc(Cl)cn1	-3	98	-50	1	-5	1.2	6	103	-8
O=C(COC(=O)c1ccccc1S(=O)(=O)N1CCCCC1)NCC(F)(F)F	3	104	11	-11	3	0.5	17	102	-5
CCOC(=O)c1c(C)[nH]c(C(=O)C(C)OC(=O)c2oc3ccccc3c2COC)c1C (stereo not given)	-16	86	0	-5	-1	-0.7	2	84	-2

Just OXTR agonist, MEKK2mut PB1 HTS and MEKK2wt PB1 HTS, for some of the entries so far:
molecule,OXTR agonist,MEKK2mut PB1 HTS,MEKK2wt PB1 HTS
O=C(CCC1CCCCC1)Nc1c2c(nn1-c1ccc(F)cc1)CS(=O)C2 (stereo not given),-0.9,5,102
COc1ccc(S(=O)(=O)NNC(=O)Nc2ccc(C)cc2)c(OC)c1,-0.3,5,111
Nc1ccccc1-c1nnc(SCc2ccccc2Cl)[nH]c1=O,1.1,6,104
CC(=O)Nc1cccc(-n2nnc(SCC(N)=O)n2)c1,0.3,-7,90
O=C(c1ccccc1)c1cccn1CC(=O)N1CCN(c2ccccc2)CC1,-1.2,2,102

Next entries.
SMILES	MEKK2mut PB1 HTS	MEKK2wt PB1 HTS	PHOSPHO1 inh	FID counter	GPR7 antagonist	OXTR agonist	NALP1 inh	MEKK3 PB1 HTS	M18AAP inhibitor
Cc1oc2c(CN3CCCCC3C)c(O)ccc2c(=O)c1-c1ccccc1 (stereo not given)	11	110	15	-3	-3	-0.2	34	107	-9
Cc1ccc(S(=O)(=O)N2CCOC23CCN(C(=O)c2cc(Cl)ccc2Cl)CC3)cc1	0	97	24	-37	-14	-1.8	21	104	-15
Cc1cccc(Nc2nnc(SC/C(O)=C(\C#N)c3nc4ccccc4[nH]3)s2)c1C	-1	94	-4	-15	-6	0.9	2	96	-2
N=c1nc(N)nc2n1NC(c1ccc(F)cc1)=CS2	1	100	2	-2	10	-2.0	0	105	2
O=C(Nc1ccc(Cl)c(Cl)c1)OCc1cnc(Cl)s1	7	115	-16	3	-10	1.3	16	117	2
CC(=O)Nc1ccc(S(=O)(=O)NC2=NCN(CCOC(=O)c3ccccc3)CN2)cc1	1	102	20	-3	-2	0.0	7	107	-4
COC(=O)CSc1nc(N2CCOCC2)c2c(c1C#N)CCCC2	-15	96	32	-14	-11	-3.1	.	93	3
O=C(COc1ccccc1Cl)NC(=O)NC1CCCC1	1	98	-13	-14	1	-2.1	-8	98	4
COc1ccccc1N1CCN(C(=O)CNC(=O)c2cn(-c3ccccc3OC)c(=O)c3ccccc23)CC1	-15	89	28	-41	-1	0.9	13	98	1
